Screens as filed in PubChem BioAssay.
HCMV antiviral: qHTS Assay for inhibitors of the human cytomegalovirus (HCMV) | HFF cells, HCMV-luciferase reporter, 72 h; hits give low values | activity change, negative = inhibition, % at 57.5 µM | hit rate 4.5% among 410,000; in the data active means activity change below about -60%; inconclusive means no clear call, values can overlap the other calls; inactive means above about -39%
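Inhibition of viral replication was scored as loss of reporter luminescence in HFFs infected with HCMV-luciferase (MOI 1 PFU/cell) for 72 h; compounds tested at 2 doses, normalized to buffer and Salinomycin controls.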
AMA1-RON2 inh: qHTS for Inhibitors of AMA1-RON; Towards Development of Antimalarial Drug Lead: Primary Screen. AlphaScreen AMA1-biotinylated RON2 peptide binding. hit rate 0.2% among 360,000. Potency, µM (highest dose often 58.2 µM), for inactives: at the top dose activity change, negative = inhibition, most hits filed as inhibitors;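 further: potency means the concentration at half of the fitted maximal effect; 0% = vehicle wells and -100% = peptide control; nearly all actives have a fitted effect of over 45% in size; some results filed as inactive show a strong effect at the top dose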
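AMA1 (3D7) with his tag at 25 nM final met compounds first, then biotinylated RON2 peptide at 25 nM; detection used donor plus acceptor beads, 10 µg/mL apiece, read by AlphaScreen after 30 min at room temperature.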
AmpC detergent: qHTS Inhibitors of AmpC Beta-Lactamase (assay with detergent) | P00811 | AmpC hydrolysis of nitrocefin, absorbance 480 nm, 0.01% Triton | Potency, µM (series often up to 114 µM), for the others: top-dose activity change, negative = inhibition, most hits filed as inhibitors | hit rate 0.041% among 370,000 | AID 485294, 2010;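 further: potency means the concentration at half of the fitted maximal effect; 0% = no-compound wells and -100% = no-enzyme wells; nearly all actives have a fitted effect of over 25% in size; some results filed as inactive show a strong effect at the top dose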
Target sequence (P00811 whole entry, looked up): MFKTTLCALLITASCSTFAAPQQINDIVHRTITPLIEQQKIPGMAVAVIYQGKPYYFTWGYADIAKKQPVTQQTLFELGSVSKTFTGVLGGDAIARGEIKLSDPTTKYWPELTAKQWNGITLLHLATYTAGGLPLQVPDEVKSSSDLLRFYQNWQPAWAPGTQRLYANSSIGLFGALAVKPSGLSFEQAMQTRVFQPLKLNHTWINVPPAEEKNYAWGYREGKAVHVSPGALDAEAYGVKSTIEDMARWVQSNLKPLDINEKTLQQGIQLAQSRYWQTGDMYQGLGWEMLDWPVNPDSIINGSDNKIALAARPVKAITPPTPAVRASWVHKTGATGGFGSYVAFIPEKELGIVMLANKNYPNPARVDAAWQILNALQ
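AmpC (5.3 nM in the dispensed reagent) in 20 mM phosphate pH 7.0 with 0.01% (detergent screen) or 0.0001% Triton X-100 was preincubated with compounds for 15 min at room temperature. Nitrocefin was then added from an 800 uM solution, and hydrolysis was followed at 480 nm.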
Sm TGR block: qHTS Assay for the Inhibitors of Schistosoma Mansoni Peroxiredoxins | Schistosoma mansoni thioredoxin glutathione reductase (TGR), Q962Y6 | hit rate 3% among 360,000 | purified TGR, DTNB reduction, TNB absorbance 405 nm | Potency, µM (top dose mostly 114 µM), for inactives: at the top dose activity change, negative = inhibition, hits mostly inhibitors; further: potency means the concentration at half of the fitted maximal effect; nearly all actives have a fitted effect of over 60% in size
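TGR 20 nM + NADPH 100 uM (dispensed conc.), cpd preinc 15 min RT; start with NADPH (500 uM addition) then DTNB (15 mM addition). Kinetic TNB absorbance, 405 nm filter. Four-parameter Hill fit across titration.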
AmpC inh no detg: qHTS Inhibitors of AmpC Beta-Lactamase (assay without detergent). P00811. hit rate 0.52% among 330,000. AmpC nitrocefin hydrolysis, absorbance 480 nm, 0.0001% Triton. Potency, µM (top dose mostly 57.1 µM), without a hit: top-dose activity change, negative = inhibition, hits mostly inhibitors. AID 485341, 2010;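 further: potency means the concentration at half of the fitted maximal effect; plate controls were no compound for no effect and no enzyme for full effect; nearly all actives have a fitted effect of over 20% in size; some results filed as inactive show a strong effect at the top dose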
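20 mM phosphate pH 7.0 + 0.01% (detergent screen) or 0.0001% Triton X-100; 5.3 nM AmpC reagent; cpd preinc 15 min RT; nitrocefin (800 uM stock) to start; A480 q20 s × 4 min; Activity was normalised to no-enzyme and no-compound control wells.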
Giardia FBPA inh: qHTS Assay for Inhibitors of Fructose-1,6-bisphosphate Aldolase from Giardia Lamblia; A8B2U2; purified Giardia FBPA; AID 2451, 2010; hit rate 0.71% among 290,000; Potency, µM (highest dose often 59.6 µM), for the others: at the top dose activity, negative = inhibition, most hits filed as inhibitors; further: potency means the concentration at half of the fitted maximal effect; nearly all actives have a fitted effect of over 55% in size
Target sequence (A8B2U2 whole entry, looked up): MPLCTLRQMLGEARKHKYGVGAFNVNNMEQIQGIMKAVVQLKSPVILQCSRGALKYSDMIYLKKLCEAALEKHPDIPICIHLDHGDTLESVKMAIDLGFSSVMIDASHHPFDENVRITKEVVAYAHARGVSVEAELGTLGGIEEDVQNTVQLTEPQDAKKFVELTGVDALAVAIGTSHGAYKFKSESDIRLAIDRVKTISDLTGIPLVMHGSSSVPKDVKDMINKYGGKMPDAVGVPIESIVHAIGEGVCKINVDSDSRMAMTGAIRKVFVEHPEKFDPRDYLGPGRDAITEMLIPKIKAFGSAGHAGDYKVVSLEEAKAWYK
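Giardia FBPA (40 nM reagent) was preincubated 10 min at RT with compound (up to 57.5 uM final), then substrate plus GAPDH/TPI/NAD/arsenate coupling system with diaphorase/resazurin was added; resorufin fluorescence (525/598 nm) was read after 20 min.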
The depositor's hits bear a star; ? = inconclusive; · = no result given; & = joins results of further samples; ! = not confirmed by another sample; [ ] = another dose, or the depositor's remark. Unless noted, the call rests on the fitted dose curve; in most records, active means well fitted curve in the direction sought with a large enough effect; inconclusive means small, poorly fitted or top-dose-only effect, or another doubt; inactive means no such curve, though single readings can be large; an effect the other way counts as inactive or inconclusive. Unless noted, on the % scale 0 is the no-effect control and ±100 the full control effect. No enrichment for hits (roughly 7.8% active in at least one column).

SMILES	HCMV antiviral	AMA1-RON2 inh	AmpC detergent	Sm TGR block	AmpC inh no detg	Giardia FBPA inh
Cc1sc2ncnc(SCC(=O)Nc3nc(-c4ccc(F)c(F)c4)cs3)c2c1C	-16.3	14.4%	-0.6%	2.1%	-31.8%	-0.2%
CC(=O)N1c2ccc(S(=O)(=O)N3CCCCCC3)cc2CC1C(=O)NCc1ccccc1 (centres undefined)	-1.3	·	0.1%	-6.1%	·	·
COc1cc(C(=O)OC(C)C(=O)Nc2ccc3c(c2)OCO3)ccc1OCc1c(C)noc1C (centres undefined)	-14.1	-18.8%	?	-21.4%	25.5%	0.0%
COc1cc2cc(CNc3ccccc3)c(=O)n(CC(=O)Nc3ccc(C)c(Cl)c3)c2cc1OC	60.6	·	3.0%	-30.3%	·	·
COc1cc2c(C#CCCO)c(-c3ccc(C#N)cc3)oc(=O)c2cc1OC	-20.6	2.9%	-2.6%	?	-7.6%	·
CCCCNC(=O)CSc1nnc(Cc2ccccc2)n1CC1CCCO1 (centres undefined)	-12.6	11.2%	-6.9%	·	-4.4%	1.5%
COc1ccc(NS(=O)(=O)c2cccc(C(=O)N/N=C/c3ccccn3)c2)cc1	31.2	104.6%[activator]	-1.3%	3.2%	-31.1%	?
CCCNC(=O)c1cc2ccccc2c(=O)o1	-19.8	21.2%	?	-2.0%	-19.4%	-7.4%
Cc1ccccc1CNC(=O)CN1C(=O)c2ccccc2S1(=O)=O	-16.6	3.0%	-5.5%	7.8%	-8.9%	-0.6%
Cc1c(C(=O)Nc2ccc(S(=O)(=O)NCC3CCCO3)cc2)cccc1[N+](=O)[O-] (centres undefined)	-29.2	16.1%	2.2%	1.9%	-19.9%	-1.5%
CCN(c1ccccc1)S(=O)(=O)c1ccc(Cl)c(NC(=O)COC(=O)c2cc(O)c3ccccc3c2O)c1	·	·	-3.1%	3.55µM*	3.98µM*	5µM*
Cc1cc(C)c(NC(=O)OCCN2CCOCC2)c(C)c1	28.7	19.0%	-9.2%	-3.0%	-2.5%	2.3%
COc1ccc(NC(=O)CCNC(=O)c2ccc([N+](=O)[O-])cc2)cc1S(=O)(=O)N1CCCCC1	-25.8	-12.6%	-13.3%	-34.6%	-38.0%	·
CCOc1ccc(N(CC(=O)NCc2ccc(Cl)cc2)S(=O)(=O)c2c(C)noc2C)cc1	16.9&-8.8	3.4%	1.4%&0.8%	-10.6%&0.8%	1.5%	·
Cc1nc(CNS(=O)(=O)c2cccnc2)cs1	-0.8	-2.9%	3.2%	0.6%	-3.5%	6.3%
CNC(=O)C1CCN(S(=O)(=O)c2c(C)noc2/C=C/c2ccc(OC)cc2)CC1	-0.9	4.0%	?	-3.0%	29.6%	0.1%
CCOc1ccc(C(=O)/C=C/c2ccccc2C(F)(F)F)cc1	-11.4	-5.8%	1.9%	16.6%	-22.8%	6.2%
O=C(NN=Cc1ccccc1OC(F)F)c1ccc(NS(=O)(=O)c2cccs2)cc1	30.9	70.0%[activator]	·	·	15.8µM*	·
CCC(C)(C)NC(=O)C(c1ccc(C)o1)N(C(=O)c1csnn1)c1cccc(F)c1 (centres undefined)	2.9	2.7%	4.4%	-0.4%	1.6%	?
CC(C)(C)NC(=O)c1ccc2c(c1)N(CC(=O)N1CCN(c3ccccc3F)CC1)C(=O)C(C)(C)O2	-23.5	-6.8%	?	0.7%	103.5%[activator]	4.4%
Cc1ccc(C(=O)NCC(=O)NCC(c2cccs2)N2CCOCC2)cc1C (centres undefined)	-15.0	33.8%[activator]	-12.3%	-1.8%	-9.9%	·
Cc1cc(C)nc(SCC(=O)OCN2C(=O)c3ccccc3C2=O)n1	-22.6	-4.9%	1.0%	-0.2%	-12.1%	-4.0%
O=C(Oc1ccccc1C(=S)N1CCOCC1)c1ccc([N+](=O)[O-])cc1[N+](=O)[O-]	26.5	-11.5%	-3.5%	-26.9%	-19.0%	-22.9%
COc1cc2cc(C(=O)N3CCN(c4ccccc4OC)CC3)[nH]c2cc1OC	-24.1	-1.3%	0.8%	?	-3.0%	1.4%
O=C(C[n+]1ccc2ccccc2c1)Nc1cc(C(F)(F)F)ccc1Cl	-20.4	19.9%	2.6%	-0.2%	3.8%	3.1%
Later entries:
SMILES	HCMV antiviral	AMA1-RON2 inh	AmpC detergent	Sm TGR block	AmpC inh no detg	Giardia FBPA inh
CN(Cc1ccccc1)C(=O)c1[nH]cnc1C(=O)NCC(=O)OCc1ccccc1	56.9	72.1%[activator]	-14.9%	-19.2%	-4.7%	-29.9%
CC(C)CNc1nc(N)c([N+](=O)[O-])c(NCC2CCCO2)n1 (centres undefined)	16.0	7.4%	-6.2%	-3.3%	-15.4%	-0.9%
CC(NC(=O)CCCN1C(=O)c2ccccc2C1=O)c1ccc2c(c1)CCCC2 (centres undefined)	25.1	-6.5%	3.7%	-3.8%	1.7%	0.5%
COc1cc(OC)c2ccc(=O)oc2c1C(CC(=O)N1CCCC1)c1ccc(N(C)C)cc1 (centres undefined)	10.6	-15.4%	5.0%	-10.2%	129.1%[activator]	4.4%&4.8%
O=C(NCC(=O)N1CCN(c2ccccc2)CC1)c1ccco1	27.6	-8.0%	?	-20.2%	-12.2%	3.4%
O=C(NCCN1CCOCC1)c1ccc2c(c1)N(Cc1ccc(F)cc1)C(=O)c1ccccc1S2(=O)=O	-39.0	-11.1%	1.6%	0.0%	134.2%[activator]	·
CC(=O)NC(Cc1ccccc1)C(=O)NC(Cc1ccccc1)C(=O)O (centres undefined)	-32.5	7.1%	3.7%	?	4.6%	-6.7%
COc1ccc(NC(=O)CN2C(=O)NC3(CC(C)CC(C)(C)C3)C2=O)cc1S(=O)(=O)N1CCCCC1 (centres undefined)	16.6	-8.1%	?	-4.7%	-1.2%	·
Fc1ccccc1C(c1nnnn1C1CCCC1)N1CCN(Cc2ccccc2)CC1 (centres undefined)	?	-12.6%	0.2%	6.6%	13.5%	-16.7%
Cc1cc(C)cc(NC(=O)CSc2nc3nccnc3c(=O)n2CCc2c[nH]c3ccccc23)c1	?	·	17.2%	-3.7%	·	·
S=C(Nc1cc(Cl)cc(Cl)c1)N1CCN(c2ccccn2)CC1	-21.6	9.2%	2.0%	-12.7%	-30.8%	·
Cn1c(=O)cc(SCC(=O)NCCCN2CCOCC2)c2ccc(Cl)cc21	38.9	-16.8%	1.1%	0.2%	31.4%	1.1%
CCc1csc(CCNC(=O)C2CCC(=O)N(CCOC)C2)n1 (centres undefined)	0.0	-5.2%	-10.7%	-5.5%	-21.1%	-5.6%
CCOc1ccc(CC(=O)NC2CC(=O)N(c3cccc(F)c3)C2)cc1 (centres undefined)	-9.1	·	-4.7%	9.7%	·	·
COc1cc(/C=N/Nc2cccc(C)c2)cc(Br)c1O	172.9	-3.0%	-1.5%	44.7µM*	31.6µM*	-6.8%
CCCN(CC(=O)Nc1ccc(C(C)=O)cc1)CC(=O)Nc1ccccc1C	1.0	30.1%[activator]	-3.3%	-27.8%	9.0%	-1.3%
COc1cccc(-n2c(O)c(C=NCc3ccc4c(c3)OCO4)c(=O)[nH]c2=O)c1	-105.0*	-2.9%	-6.7%	-0.3%	-28.1%	3.3%
COc1cccc(/C(O)=C2/C(=O)C(=O)N(CCN3CCOCC3)C2c2cccs2)c1 (centres undefined)	-5.7	-14.2%	-12.8%	?	-19.0%	-9.7%
CCC1CCCCN1C(=S)Nc1ccc(OC(F)F)cc1 (centres undefined)	24.8	-12.1%[11.6 µM]	9.1%	7.7%	1.3%	-15.6%
CN(C)c1ccc(C(CNC(=O)c2ccccc2F)c2c[nH]c3ccccc23)cc1 (centres undefined)	-10.5	-10.8%	-14.1%	5.0%	-17.6%	8.0%
Cc1occc1C(=O)NC1CCCCCCC1	33.2	-21.2%	-2.2%	1.2%	1.3%	-6.1%
COc1ccccc1NC(=O)NC1(C(=O)N2CCC(C)CC2)CCCCC1	-31.5	3.8%	-2.7%	-0.4%	-20.1%	-7.7%
COc1ccc(/C=C/C(=O)Nc2sc(Cc3ccccc3)c(C)c2C(N)=O)cc1	4.2	6.9%	-14.3%	-0.1%	-29.0%	-0.8%
Cc1ccc(N(CC(=O)NCc2ccc(F)cc2)S(=O)(=O)c2c(C)nn(C)c2C)cc1	46.4&-4.3	8.4%	1.0%&2.5%	1.7%&-6.0%	147.7%[activator]	4.6%
c1ccc(Oc2nc(Oc3ccccc3)nc(N3CCOCC3)n2)cc1	-2.9	-0.2%	3.7%	3.0%	-5.4%	4.9%

Profiles from above. Screens in order: HCMV antiviral | AMA1-RON2 inh | AmpC detergent | Sm TGR block | AmpC inh no detg | Giardia FBPA inh
`CC(C)CNc1nc(N)c([N+](=O)[O-])c(NCC2CCCO2)n1` (centres undefined) is entered as 16.0 | 7.4% | -6.2% | -3.3% | -15.4% | -0.9%
`CCCN(CC(=O)Nc1ccc(C(C)=O)cc1)CC(=O)Nc1ccccc1C` is entered as 1.0 | 30.1%[activator] | -3.3% | -27.8% | 9.0% | -1.3%
`CN(C)c1ccc(C(CNC(=O)c2ccccc2F)c2c[nH]c3ccccc23)cc1` (centres undefined) is entered as -10.5 | -10.8% | -14.1% | 5.0% | -17.6% | 8.0%
`Fc1ccccc1C(c1nnnn1C1CCCC1)N1CCN(Cc2ccccc2)CC1` (centres undefined) is entered as ? | -12.6% | 0.2% | 6.6% | 13.5% | -16.7%
`O=C(NCC(=O)N1CCN(c2ccccc2)CC1)c1ccco1` is entered as 27.6 | -8.0% | ? | -20.2% | -12.2% | 3.4%

(listing goes on)
SMILES	HCMV antiviral	AMA1-RON2 inh	AmpC detergent	Sm TGR block	AmpC inh no detg	Giardia FBPA inh
NC(=O)C1CC(=O)N(CCc2ccc(F)cc2)C1 (centres undefined)	-19.3	-1.8%	?	-1.8%	-27.1%	10.1%
COc1ccccc1C(=O)COC(=O)CCCN=C1NS(=O)(=O)c2ccccc21	7.1	1.3%	0.0%	1.0%	-20.1%	·
CCOC(=O)c1cnc2c(Cl)c(Cl)ccc2c1NCCN1CCOCC1	-12.3&3.3	-3.6%	0.0%&-1.1%	39.8µM*!	-16.8%	-10.9%
CC(C)CCNC(=O)c1cc([N+](=O)[O-])ccc1N1CCOCC1	-20.6	-2.0%	-5.3%	-11.8%	-14.2%	-0.1%
CN(C)c1cccc(C(=O)Nc2ccc(-c3nc4ccccc4s3)cc2)c1	43.0	·	6.8%	-2.8%	·	·
CC(C)Cc1ccc(S(=O)(=O)Nc2ccc3[nH]c(=O)[nH]c3c2)cc1	-31.9&-12.8	4.8%	5.3%&14.7%	6.1%&4.2%	-31.3%	7.6%
O=C(Cc1nc2ccccc2s1)c1ccc(O)cc1O	·	·	0.1%	?	-23.3%	-8.7%
CCOC(=O)N1CCN(c2c(NCC3CCN(Cc4cccc(C)c4)CC3)c(=O)c2=O)CC1	1.5	-0.3%	?	-0.4%	3.7%	5.1%
